# PglD DTNB = C. jejuni PglD acetyltransferase inhibitors, primary screen, biochemical, DTNB colorimetric, single point. purified PglD enzyme, DTNB colorimetric CoA detection. inhibition, % at 12.5 µM. actives 0.098% (n = 360,000); in the data active = inhibition above about 16%, passing the limit was not always enough; note: strong numbers were not always called active
# INS-1E GSIS act = GLuc luminescence reporter in INS-1E cells, primary screen for activators of glucose-dependent secretion of insulin | AID 743287, 2014 | actives 0.61% (n = 370,000) | activation, % at 16.6 µM | INS-1E GLuc reporter insulin secretion, 2-3 h;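 active = lowest replicate activation of at least 40%, so every replicate reaches that level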;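 note: 0% = median of neutral control wells and 100% = median of IBMX positive control wells; some compounds called inactive have numbers as strong as hits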
# FN deposit inh = inhibitors of fibronectin matrix deposition, primary screen, AH1F cells, Alexa488-fibronectin fluorescence, plate reader; AH1F fibroblasts, overnight; inhibition, % at 12.6 µM; actives 0.086% (n = 350,000); AID 743247, 2014;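 active = mean inhibition across replicates of 30% or more, regardless of how many single replicates reach that level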;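 note: positive control wells lacked labelled fibronectin entirely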
#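 Material: AH1F fibroblasts assembling fluorescent fibronectin matrix; amount: 10000 AH1F cells/well; medium: DMEM, 2% serum; reagent: Alexa488-fibronectin, 24 nM final in well; dosing: single compound dose, delivered by pin transfer; incubation: 1 h adhesion, overnight exposure; detection: fluorescence after three HBSS washes, excitation 485 nm, emission 525 nm; measure: fibronectin deposition inhibition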
# CFTR F508del cor = F508del CFTR correction, initial screen, CFBE line, single point; CFBE cells, YFP halide quenching; stimulated with forskolin plus potentiator P3; % fluorescence drop versus neutral controls; activity (quench increase), % at 7.58 µM; actives 0.36% (n = 350,000); AID 720511, 2013;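 active = mean added fluorescence quench of at least 8% versus neutral control, with both replicates also reaching 8%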;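 note: cells transiently co-express mutant CFTR-F508del with the halide-sensitive YFP; corrector assay measuring rescue of mutant channel to the surface after 24 h compound exposure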
# C2C12 statin = suppressors of statin myotoxicity in C2C12 myotubes, primary screen, cell-based, single point, plate reader | C2C12 myotubes + simvastatin, ATP luminescence, 48 h; scaled: DMSO 0, geranylgeraniol control 100 | rescue of ATP level, % at 7.49 µM | actives 0.78% (n = 330,000) | AID 602340, 2012;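 active = mean ATP rescue above about 67%, or every replicate alone reaching that limit, limit read from the data, passing the limit was not always enough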;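 note: myotubes were challenged with 10 µM simvastatin during compound exposure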
# PGC1a acetyl inh = inhibitors of PGC1a acetylation signal, primary screen, cell-based, U2OS, AlphaScreen, inhibitor mode | AlphaScreen anti-acetyl-lysine; with virally co-expressed GCN5 acetyltransferase | inhibition, % at 15.6 µM | actives 0.17% (n = 350,000);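 active = every replicate shows inhibition of at least 40%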;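 note: 0% = neutral control wells and 100% = positive control wells; some results beyond the cut were filed as inactive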
# Cneo AK release = Cryptococcus neoformans cell lysis inducers, primary screen, AK release luminescence, single concentration | AID 651654, 2012 | C. neoformans lysis, adenylate kinase release luminescence, 4 h; normalised: neutral wells 0, clomiphene wells 100 | lysis activity, % at 15 µM | actives 0.2% (n = 360,000);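 active = mean lysis activity across replicates of at least 80%, whatever share of replicates individually reach that level; inactive = mean lysis activity below 80%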
#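 Schedule: static 4 h at 37 °C with compound, 1 h detection; system: C. neoformans cells; benchmarks: Clomiphene as positive control; buffer or medium: fresh YPD medium; measure: luminescence rise reflecting yeast cell lysis; measured by: luminescent adenylate kinase detection reagent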
# miR-122 sensor = miR-122 Renilla sensor signal increase in Huh7, primary screen, miR-122 inhibitor project, cell-based, single point, plate reader | activation (reporter increase), % at 12.5 µM | actives 0.3% (n = 340,000) | Huh7 miR-122 Renilla luciferase sensor, 48 h; neutral wells = 0, positive control = 100;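 active = mean replicate activation score at least 90 and every replicate individually at or above 90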;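 note: higher luciferase means less miR-122 activity so hits act as miR-122 inhibitors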
# Starred values were filed as active, the others as inactive; nt = not tested or not shown; & = joins results of further samples; [ ] = another dose, or the depositor's remark.
SMILES,PglD DTNB,INS-1E GSIS act,FN deposit inh,CFTR F508del cor,C2C12 statin,PGC1a acetyl inh,Cneo AK release,miR-122 sensor
CCCCCOC(=O)Cn1c(=O)oc2ccccc21,3,nt,-2,-3.1,1,-19,1,-3
Cc1ccc(S(=O)(=O)N(C)C[C@@H]2Oc3c(NS(=O)(=O)c4cccs4)cccc3C(=O)N([C@H](C)CO)C[C@H]2C)cc1,3,3,nt,-0.2,-14,14,-8,-7[16.7 µM]
CN1CCN(C(=O)C[C@@H]2CC[C@@H]3[C@H](COC[C@H](O)CN3C(=O)c3ccccc3F)O2)CC1,0,0,1,0.6,-10,9,3,-6[16.7 µM]
O=C(C[C@@H]1C=C[C@@H](NS(=O)(=O)c2ccc(F)cc2)[C@H](CO)O1)N1CCN(c2ccccc2)CC1,1,2,nt,3.1,17,-10,4,6[16.7 µM]
C=CCn1c(-c2ccccc2[N+](=O)[O-])n[nH]c1=S,nt,-1,3,-0.7,nt,-13,nt,-4
NC(=O)CCCn1c(C(=O)c2ccc(Cl)cc2)c2ccc(C(F)(F)F)cc2[n+]1[O-],2,-5,4,1.7,18,2,0,7
C[C@H]1CN([C@@H](C)CO)C(=O)c2cccc(NC(=O)Nc3ccccc3)c2O[C@@H]1CN(C)CC1CC1,5,10,0,0.6,-16,-2,-1,24[16.7 µM]
C=CCSc1nc2nc(C)cc(C)n2n1,0,nt,10,nt,-4,13,-2,-10
O=C(CC1SC(=Nc2ccccc2)N(Cc2ccccn2)C1=O)Nc1ccc(Br)cc1 (stereo not drawn),3,-29,3,nt,nt,nt,5,8
C[C@@H]1CN([C@@H](C)CO)C(=O)c2cc(NC(=O)Cc3cn(C)c4ccccc34)ccc2O[C@H]1CN(C)C(=O)Nc1ccccc1,2,11,11,2.0,5,-5,2,2[16.7 µM]
CN(C)c1ccc(C=NCCC2(c3ccccc3)CCOC(C)(C)C2)cc1 (stereo not drawn),2,-20,-4,-1.8,nt,7,-4,-13
CCCC#Cc1cnc2c(c1)C(=O)N([C@@H](C)CO)C[C@@H](C)[C@H](CN(C)S(=O)(=O)c1cccc(OC)c1)O2,-11,-15,nt,0.3,19,-14,-13,-19[16.7 µM]
O=C(Nc1ccccc1N1CCCCC1)C1CCN(S(=O)(=O)c2cccc(C(F)(F)F)c2)CC1,0,-24,-9,0.1,-2,nt,-1,nt
O=C(C[C@@H]1C=C[C@H](NC(=O)c2ccc3c(c2)OCO3)[C@@H](CO)O1)NCc1ccc(Cl)cc1,1,6,nt,0.1,-3,-4,-4,nt
O=C(CN1CCN(C(=O)c2ccco2)CC1)Nc1cc(S(=O)(=O)N2CCCC2)ccc1Cl,1,nt,0,nt,-1,3,-2,-2
C[C@@H]1CN([C@@H](C)CO)C(=O)c2cc(N(C)C)ccc2O[C@H]1CN(C)C(=O)Nc1ccc2c(c1)OCO2,0,18,nt,-0.7,-2,11,1,-2[16.7 µM]
N#CCCn1c(C2CCCCC2)nc2ccccc21,4,nt,nt,nt,nt,2,-1,-8
Cc1ccc(S(=O)(=O)Nc2cccc3c2O[C@@H](CN(C)C(=O)Nc2c(C)noc2C)[C@H](C)CN([C@@H](C)CO)C3=O)cc1,9,6,nt,-0.3,20,2,39,3[16.7 µM]
CC(=O)c1cccc(NC(=O)c2ccc3c(c2)CCCC3)c1,-1,-12,9,0.4,-3,nt,-2,nt
O=C(Nc1ccc2c(c1)OCO2)c1c[nH]c(=O)n(-c2ccc(F)cc2)c1=O,-1,3,5,-2.9,6,2,-4,0
CC(C)N=C1NN=C(c2cccs2)C(CC(=O)O)S1 (stereo not drawn),1,17,7,1.4,0,5,6,47
COc1ccc(NC(=O)N(C)C[C@H]2Oc3cc(Br)ccc3S(=O)(=O)N([C@H](C)CO)C[C@@H]2C)cc1,0&-3,-20&2,1,2.3&-2.1,5&-6,-4,0&-9,3
O=C(NC1CCCCC1)C(c1ccncc1)N(C(=O)Cc1cccs1)c1ccccc1 (stereo not drawn),nt,11,11,3.4,nt,-26,nt,nt
CCS(=O)(=O)NCC[C@H]1CC[C@H](NC(=O)C2CCC2)[C@@H](CO)O1,1,6,-15,1.0,3,11,0,nt
COc1ccc(-c2cc(C(=O)N3CCN(C(c4ccccc4)c4ccccc4)CC3)no2)cc1OC,3,4,-1,nt,34,-1,-2,-4
CO[C@@H]1CN(C)C(=O)c2ccc(NC(=O)C3CC3)cc2OC[C@H](C)N(C(=O)c2ccccc2)C[C@@H]1C,1,4,-11,1.8,4,-13,-7,nt
CCN1CCc2c(C#N)c(N3CCOCC3)nc(NCCO)c2C1,3,nt,1,nt,-5,17,3,-5
COCC(=O)Nc1ccc2c(c1)[C@H]1C[C@@H](CC(=O)N3CCOCC3)O[C@@H](CO)[C@H]1O2,0,6,7,-0.4,-1,-5,-2,-5[16.7 µM]
C=CCc1cccc(CNc2nc3ccccc3n2C(C)C)c1O,-2,-29,nt,nt,-74,-12,-5,-2
CCOC(=O)c1sc(NC(=O)CN2C(=O)NC3(CCCCCCC3)C2=O)c(C(=O)OCC)c1C,-1,5,-4,3.3,-22,0,2,5
COc1ccc(S(=O)(=O)N2C[C@H](O)COC[C@@H]3O[C@@H](CC(=O)N[C@H]4CCN(Cc5ccccc5)C4)CC[C@H]32)cc1,2,0,23,0.3,-8,-3,5,-2[16.7 µM]
COc1ccc(/C=C/C(=O)O)cc1S(=O)(=O)N1CCC(Cc2ccccc2)CC1,-3,8,10,0.4,-12,1,0,-13
CC1CCCC(NC(=O)CCN2C(=O)COc3ccccc32)C1C (stereo not drawn),0,nt,4,1.5,-2,-5,0,6
CCCN1C[C@@H](C)[C@H](OC)CN(C)C(=O)c2cc(NC(=O)Nc3ccccc3F)ccc2OC[C@H]1C,2,-14,4,-2.6,-20,-14,2,nt
COc1ccc(NC(=O)N[C@H]2CC[C@@H](CCNC(=O)CN3CCOCC3)O[C@H]2CO)cc1,-5,7,4,0.0,-9,-1,-3,nt
CCN1CCN(S(=O)(=O)c2ccc3c4c(cccc24)C(=O)N3CC)CC1,1,-1,0,0.0,18,2,-3,34
COc1ccc(Cc2nnc(N)s2)cc1OC,-1,nt,0,nt,-3,0,-2,-4
O=S(=O)(c1ccc(Cl)cc1)N(Cc1ccccn1)Cc1ccccn1,-2,2,-16,-1.2,5,4,-2,-5
C=CCNC(=S)N/N=C/c1ccc(N(CC)Cc2ccccc2)cc1,-8,-20,-14,nt,52,4,-3,-15
Cc1ccc2c(c1)N(CC(=O)Nc1ccc3c(c1)OCCO3)C(=O)CO2,-3,nt,nt,nt,20,-6,2,-8
O=C(Cc1ccccc1)N1C[C@H]2[C@@H](c3ccccc31)[C@@H](CO)N2C(=O)C1CC1,2,1,0,0.7,1,4,-5,-30[16.7 µM]
COc1ccc(OCCCc2c(C)n[nH]c2C)cc1,-5,nt,nt,nt,11,4,-2,-7
Cc1cc(NC(=O)C(=O)NCCN2CCN(C(=O)c3cccs3)CC2)ccc1Br,-3,nt,11,nt,4,10,1,-19
CC(C)NC(=O)N(C)C[C@@H]1Oc2ncc(C#CC3CCCCC3)cc2C(=O)N([C@@H](C)CO)C[C@@H]1C,nt,-5,4,0.8,23,-4,nt,-8[16.7 µM]
Cc1ccnc2nc(C(=O)OC(C)C(=O)NCc3ccccc3)nn12 (stereo not drawn),-1,2,2,5.7,2,6,-1,3

# Nothing new here: entries from further up.
SMILES,PglD DTNB,INS-1E GSIS act,FN deposit inh,CFTR F508del cor,C2C12 statin,PGC1a acetyl inh,Cneo AK release,miR-122 sensor
CCCCCOC(=O)Cn1c(=O)oc2ccccc21,3,nt,-2,-3.1,1,-19,1,-3
Cc1ccc(S(=O)(=O)N(C)C[C@@H]2Oc3c(NS(=O)(=O)c4cccs4)cccc3C(=O)N([C@H](C)CO)C[C@H]2C)cc1,3,3,nt,-0.2,-14,14,-8,-7[16.7 µM]

# Going on with the list.
SMILES,PglD DTNB,INS-1E GSIS act,FN deposit inh,CFTR F508del cor,C2C12 statin,PGC1a acetyl inh,Cneo AK release,miR-122 sensor
CCCNC(=O)C(Cc1ccc(I)cc1)NC(=O)c1ccc2ccccc2n1 (stereo not drawn),-1,nt,4,-1.9,-2,nt,-1,nt
O=C(Nc1cccc(-c2cn3c(n2)SCC3)c1)c1ccc2c(c1)OCO2,1,17,2,0.0,-11,0,-8,-3
CC[N+](CC)(CC=C(C)C)CC(=O)OC,nt,-2,0,1.2,nt,8,nt,nt
CS(=O)(=O)Nc1ccc2c(c1)[C@H]1C[C@@H](CC(=O)NCCN3CCCCC3)O[C@H](CO)[C@H]1O2,-2,0,nt,-0.7,0,-2,-2,-2[16.7 µM]
Cn1cnc(S(=O)(=O)N2[C@@H]3CNC[C@H]2C3c2ccc(-c3cccnc3)cc2)c1 (stereo partly drawn),nt,1&-1,1&-6,-2.0&-1.6,nt,-6&6,nt,nt
CC(C)C1(C(C)C)OC(=O)c2ccccc21,-3,10,nt,nt,-2,10,-1,2
COCC#Cc1cnc2c(c1)C(=O)N([C@@H](C)CO)C[C@H](C)[C@@H](CN(C)C)O2,1,-4,2,2.7,5,-5,26,4[16.7 µM]
COc1cnn(-c2ccc(C)cc2)c(=O)c1Br,nt,5,-9,-0.3,nt,0,nt,nt
COCc1cc(=O)[nH]c(/N=C(\N)Nc2ccc(Oc3ccccc3)cc2)n1,-2&4,nt,-4,nt,-5,-17,3&13,-1
CCCCC(=O)Nc1nnn(CCC)n1,-1,-7,-5,nt,7,-7,0,-3

# Molecules from the list above that contain an aryl methoxy group (9):
SMILES,PglD DTNB,INS-1E GSIS act,FN deposit inh,CFTR F508del cor,C2C12 statin,PGC1a acetyl inh,Cneo AK release,miR-122 sensor
CCCC#Cc1cnc2c(c1)C(=O)N([C@@H](C)CO)C[C@@H](C)[C@H](CN(C)S(=O)(=O)c1cccc(OC)c1)O2,-11,-15,nt,0.3,19,-14,-13,-19[16.7 µM]
COc1ccc(NC(=O)N(C)C[C@H]2Oc3cc(Br)ccc3S(=O)(=O)N([C@H](C)CO)C[C@@H]2C)cc1,0&-3,-20&2,1,2.3&-2.1,5&-6,-4,0&-9,3
COc1ccc(-c2cc(C(=O)N3CCN(C(c4ccccc4)c4ccccc4)CC3)no2)cc1OC,3,4,-1,nt,34,-1,-2,-4
COc1ccc(S(=O)(=O)N2C[C@H](O)COC[C@@H]3O[C@@H](CC(=O)N[C@H]4CCN(Cc5ccccc5)C4)CC[C@H]32)cc1,2,0,23,0.3,-8,-3,5,-2[16.7 µM]
COc1ccc(/C=C/C(=O)O)cc1S(=O)(=O)N1CCC(Cc2ccccc2)CC1,-3,8,10,0.4,-12,1,0,-13
COc1ccc(NC(=O)N[C@H]2CC[C@@H](CCNC(=O)CN3CCOCC3)O[C@H]2CO)cc1,-5,7,4,0.0,-9,-1,-3,nt
COc1ccc(Cc2nnc(N)s2)cc1OC,-1,nt,0,nt,-3,0,-2,-4
COc1ccc(OCCCc2c(C)n[nH]c2C)cc1,-5,nt,nt,nt,11,4,-2,-7
COc1cnn(-c2ccc(C)cc2)c(=O)c1Br,nt,5,-9,-0.3,nt,0,nt,nt

# Source: PubChem (Broad Institute)
